Source: PubChem BioAssay
PI4K2A inh – PI4K2A (human) kinase inhibition; purified PI4K2A, ADP-Glo luminescence, 1 h; active compounds read low; Q9BTU6; activity change, negative = inhibition, % at 76.9 µM; hit rate 0.13% among 420,000; in the data active = activity change below about -50%; inconclusive = mostly about -30% to -49%;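 also: -100% = wells without enzyme as full effect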
Target sequence (Q9BTU6 whole entry, looked up): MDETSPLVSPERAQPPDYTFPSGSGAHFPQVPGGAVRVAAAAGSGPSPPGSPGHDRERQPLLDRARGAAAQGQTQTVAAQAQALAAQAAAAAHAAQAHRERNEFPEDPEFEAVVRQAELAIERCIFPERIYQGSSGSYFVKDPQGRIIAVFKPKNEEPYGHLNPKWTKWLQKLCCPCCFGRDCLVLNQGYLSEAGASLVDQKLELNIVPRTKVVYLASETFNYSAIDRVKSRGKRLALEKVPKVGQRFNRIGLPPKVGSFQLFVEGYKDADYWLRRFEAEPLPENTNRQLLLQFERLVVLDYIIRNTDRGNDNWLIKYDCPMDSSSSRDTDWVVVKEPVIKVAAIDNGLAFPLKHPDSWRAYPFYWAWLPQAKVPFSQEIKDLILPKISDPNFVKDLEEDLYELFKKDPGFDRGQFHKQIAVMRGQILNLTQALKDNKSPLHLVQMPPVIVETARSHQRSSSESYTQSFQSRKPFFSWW
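PI4K2A activity was measured by ADP-Glo luminescence: enzyme (4 ug/mL stock) and phosphatidylinositol (1.2 mM stock) in Tris pH 7.5/MgCl2/EGTA/Triton X-100 buffer were reacted with ATP (300 microM stock) for one hour at ambient temperature.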
TrxR1 substrate – rat thioredoxin reductase 1 substrate activity; O89049; purified TrxR1 substrate turnover, NADPH consumption readout; Potency, µM (series often up to 114 µM), for the others: top-dose activity change, negative = substrate turnover; hit rate 0.01% among 390,000; AID 588456; also: potency is read from the fitted curve at half-maximal effect; % is scaled to controls: 0 for no effect and ±100 for the full control effect; nearly all actives have a fitted effect of over 50% in size
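Rat TrxR1, dispensed at 90 nM, was prereduced with 400 uM NADPH (final) for 5 min at ~22 deg C, then incubated with compound 15 min before 400 uM selenite. A first-read NADPH fluorescence drop versus no-compound background flagged substrates.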
IDH1 R132H inh – blocks human mutant IDH1 R132H enzyme; hit rate 0.093% among 390,000; AID 602179; Potency, µM (doses to about 76.6 µM), for the others: at the top dose activity change, negative = inhibition, hits mostly inhibitors; IDH1-R132H enzyme, NADPH consumption, diaphorase/resazurin fluorescence; O75874; also: potency is read from the fitted curve at half-maximal effect; % is scaled to controls: 0 for no effect and ±100 for the full control effect; nearly all actives have a fitted effect of over 65% in size
Target sequence (O75874 whole entry R132H, stated change not applied): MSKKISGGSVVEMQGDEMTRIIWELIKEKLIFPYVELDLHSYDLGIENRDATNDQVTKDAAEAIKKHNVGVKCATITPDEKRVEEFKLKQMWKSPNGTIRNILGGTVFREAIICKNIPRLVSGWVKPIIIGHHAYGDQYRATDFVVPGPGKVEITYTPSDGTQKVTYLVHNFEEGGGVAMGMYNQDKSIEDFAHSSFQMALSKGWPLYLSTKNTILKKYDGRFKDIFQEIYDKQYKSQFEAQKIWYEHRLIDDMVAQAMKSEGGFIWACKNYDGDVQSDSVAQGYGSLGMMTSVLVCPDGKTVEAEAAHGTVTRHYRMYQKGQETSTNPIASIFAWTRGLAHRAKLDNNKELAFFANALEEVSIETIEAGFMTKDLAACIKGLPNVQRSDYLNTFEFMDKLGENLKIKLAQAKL
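IDH1-R132H (0.5 ug/mL) preincubated 30 min with compound, then NADPH (0.016 mM) and alpha-KG (2 mM) added; 80 min at RT, pH 7.5. Remaining NADPH coupled via diaphorase/resazurin to fluorescence (540/590 nm); concentration-response curves normalized to no-enzyme control.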
Vif-A3F inh – Vif-A3F binding inhibition; HeLa A3F-eYFP + Vif (tagged APOBEC3F with the HIV-1 protein that degrades it), YFP fluorescence increase; Potency, µM (titrated, usually from 46.1 µM), for inactives: at the highest dose activity, negative = active; hit rate 0.2% among 390,000; AID 602313; also: potency is read from the fitted curve at half-maximal effect; % of control where 0% means no effect; nearly all actives have a fitted effect of over 65% in size
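HeLa cells stably expressing Vif plus C-terminally eYFP-tagged A3F were seeded, incubated overnight at 37 deg C, dosed with compound, incubated overnight again at 37 deg C. Yellow fluorescence (Ex 488/Em 500-530) reported blocked Vif-mediated A3F-eYFP degradation.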
USP1 inh – blocks the human USP1/UAF1 deubiquitinase complex; AID 743255; Potency, µM (highest dose often 57.1 µM), for the others: top-dose activity change, negative = inhibition, actives largely listed as inhibitors; O94782; hit rate 0.23% among 390,000; recombinant USP1/UAF1, Ub-Rhodamine cleavage fluorescence; also: potency is read from the fitted curve at half-maximal effect; % is scaled to controls: 0 for no effect and ±100 for the full control effect; nearly all actives have a fitted effect of over 60% in size; inactives centre near -12
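USP1/UAF1 complex at 1 nM was preincubated with compound for 15 min at room temperature, then Ub-Rho substrate (150nM final) was added. Fluorescence (480/540 nm) was read kinetically, 6 reads every 60 seconds.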
LDHA block – LDHA (human) enzyme inhibition. P00338. purified LDHA, NADH/diaphorase-resazurin fluorescence; active compounds read low. activity change, % (values are at about 110 or 230 µM). hit rate 0.15% among 480,000. AID 1347041; in the data active = activity change below about -30%; inconclusive = mostly about -25% to -30%;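 also: plate controls were DMSO wells for no effect and wells without enzyme for full effect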
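Resorufin fluorescence (ex540/em590), read at 0 and 20 min after diaphorase/resazurin addition, reports the NADH left after a 5 min room-temperature reaction of 2 nM human LDH5 with 0.06 mM NADH and 0.2 mM pyruvate.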
Glioma ERSR ind – inducers of ER stress response in human glioma cells | U87-MG GRP78 promoter luciferase reporter, 16 h | hit rate 0.02% among 420,000 | AID 602332 | Potency, µM, without a hit: at the top dose activation, hits mostly activators; also: potency is read from the fitted curve at half-maximal effect; series mostly up to about 76 µM; % of control where 0% means no effect; nearly all actives have a fitted effect of over 35% in size
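ERSR induction read as luciferase luminescence (Bright-Glo, 10 min at room temperature) in stably transfected human U87-MG glioma cells exposed to compounds for 16 h, using GRP78 as sensor.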
Vif-APOBEC3G blk – inhibitors of Vif-APOBEC3G interaction; HeLa A3G-eYFP + Vif (tagged APOBEC3G with the HIV-1 protein that degrades it), YFP fluorescence, overnight; Potency, µM (highest dose often 46.1 µM), for the others: at the top dose activity, negative = active, usual class: inhibitors; hit rate 0.076% among 410,000;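 also: potency is read from the fitted curve at half-maximal effect; % is scaled to controls: 0 for no effect and ±100 for the full control effect; nearly all actives have a fitted effect of over 60% in size; hits raise eYFP signal because A3G escapes Vif-driven loss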
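HeLa cells stably expressing Vif and C-terminally eYFP-tagged A3G, seeded overnight at 37 deg C, then exposed to compound by pintool overnight at 37 deg C. Rise in yellow fluorescence (Ex 488/Em 500-530, Acumen) marks blocked Vif-driven A3G degradation.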
RXFP1 ag – RXFP1 (human) receptor agonism; HEK293T-RXFP1 cAMP TR-FRET, 30 min; response scale: percent of porcine relaxin response, buffer zero; Potency, µM (series often up to 57.5 µM), for inactives: top-dose activation, hits mostly activators; hit rate 0.3% among 370,000; also: potency is read from the fitted curve at half-maximal effect; % is scaled to controls: 0 for no effect and ±100 for the full control effect; nearly all actives have a fitted effect of over 60% in size; many of its hits are not listed in these tables
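HEK293T cells stably expressing RXFP1 were pretreated with the PDE4 inhibitor Ro 20174, exposed to compounds for 30 min at 37C, lysed, and cAMP was read by TR-FRET. Data normalized to buffer (basal) and 29 nM porcine relaxin (100%).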
* = called active by the depositor; ? = inconclusive; · = no result given; & = joins results of further samples; [ ] = another dose, or the depositor's remark. Unless noted, calls follow the shape of the dose curve; as a rule, active = well fitted curve in the direction sought with a large enough effect; inconclusive = small, poorly fitted or top-dose-only effect, or another doubt; inactive = no such curve, though single readings can be large; an effect the other way counts as inactive or inconclusive.

entry	SMILES	LDHA block	IDH1 R132H inh	TrxR1 substrate	Vif-APOBEC3G blk	USP1 inh	PI4K2A inh	Vif-A3F inh	RXFP1 ag	Glioma ERSR ind
1	COc1ccc2[nH]c3c(c2c1)CCN1C(=O)C(CC(=O)NCCCn2ccnc2)C[C@H](C(=O)N(C(C)C)C(C)C)[C@@]31C (stereo partly drawn)	-2	0%	6%	-8%	-19%	-3	0%	·	-2%
2	CCOc1cc(N2CCOCC2)c(OCC)cc1NC(=O)c1ccc(OC(C)C)cc1	1	6%	7%	0%	-6%	-10	-18%	2.5%	-1%
3	CC(=O)Nc1ccc(NC(=O)C(C)n2nc(C)c([N+](=O)[O-])c2C)cc1 (stereo not drawn)	-1	-1%	-4%	1%	-18%	6	3%	0.4%	-4%
4	OCC1(CCc2ccccc2)CCN(Cc2ccc(OC(F)F)cc2)CC1	-10	-4%	-3%	-5%	2%	0	2%	-2.7%	-2%
5	O=C(Nc1cccc(OC(F)(F)F)c1)c1ccc(Br)o1	-3	6%	-4%	0%	-16%	4	-4%	1.3%	3%
6	Fc1ccc(-c2csc(/C=C/c3ccc4c(c3)OCO4)n2)cc1	1	3%	10%	1%	-23%	-3	-2%	-0.3%	3%
7	Cc1cc(C(=O)N2CCN(c3ccccc3)CC2)c2c(C)nn(-c3cccc(F)c3)c2n1	-2	-14%	6%	-7%	?	-3	-3%	1.4%	-3%
8	C=C(C)CSc1nc(N)c2c3c(sc2n1)CCC3	-2	12%	77%[activator]	-1%	0%	-3	0%	1.1%	3%
9	CCCCCOc1ccc(C(=O)Nc2ccc(S(=O)(=O)Nc3cc(C)on3)cc2)cc1	-7	6%	1%	0%	?	-2	4%	?	-4%
10	O=C(Nc1ccccc1C(=O)N1CCCCC1)NC1CCCCC1	-5	-3%	-11%	1%	-5%	-3	-1%	-2.7%	0%
11	CCCCOc1ccc(C(=O)NCC(=O)OCC(=O)N2CCN(S(=O)(=O)c3ccc(C)cc3C)CC2)cc1	-11	2%	-20%	-1%	-12%	0	4%	2.6%	0%
12	COc1ccc(N2C(C)=CS/C2=C(/C#N)c2nnc(N3CCOCC3)n2-c2ccccc2)cc1	-2	-3%	-5%	-4%	-13%	-4	0%	-2.3%	-2%
13	Cc1ccc(SCC(=O)OCC(=O)NCCNC(=O)COC(=O)CSc2ccc(C)c(C)c2)cc1C	-1	2%	-6%	-4%	2%	-4	-4%	-1.0%	-2%
14	CN(Cc1ccccc1)S(=O)(=O)c1ccc(Cl)c(C(=O)NCCc2ccccn2)c1	-5	-1%	2%	0%	-14%	2	-25%	-2.5%	-2%
15	O=[N+]([O-])c1cc(C2Nc3cccc4cccc(c34)N2)ccc1Cl	9	3%	-7%	-5%	-23%	1	-1%	-0.1%	-6%
16	Cc1cc(Br)ccc1NC(=O)c1sc2ncnc(N3CCN(c4ccccn4)CC3)c2c1C	-4	6%	26%	-27%	-11%	4	-3%	3.8%	0%
17	O=C(NCc1ccc(F)cc1)c1ccc(CS(=O)Cc2ccc(Cl)cc2)o1 (stereo not drawn)	-7	-4%	-14%	5%	-1%	-3	5%	1.7%	1%
18	O=C(Nc1cc(Cl)cc(Cl)c1)c1ccc(F)c(S(=O)(=O)N2CCCCCC2)c1	6	9%	2%[57.1 µM]	2%	-18%	1	-24%	6.1%	-2%
19	COc1ccc(NC(=O)COc2ccc3c(C)cc(=O)oc3c2)cc1S(=O)(=O)N1CCCCC1	-2	-4%	11%[57.1 µM]	3%	-15%	-3	-6%	0.7%	-1%
20	O=C(O)c1cnc2ccccc2n1	8	5%	-7%	1%	-4%	7	-4%	2.5%	2%
21	Cc1ccc(C(CC(=O)c2ccco2)SCCO)cc1 (stereo not drawn)	-6	2%	-7%[57.1 µM]	-8%	-2%	11	-7%	-0.2%	?
22	CCN1CCN(C(=O)C(C)Oc2ccc(S(=O)(=O)N3CCCC3)cc2C(N)=O)CC1 (stereo not drawn)	-3	2%	5%	-1%	-17%	-4	3%	0.2%	-6%
23	COc1ccccc1NC(=O)[C@@H]1CCCN1S(=O)(=O)c1ccc(Cl)cc1	-9	3%	7%	1%	-4%	1	7%	·	0%
24	O=C(Nc1ccccc1)C1Cc2c(-c3ccccc3Oc3ccccc3)ccnc2O1 (stereo not drawn)	-12	·	·	-1%	·	-4	·	·	-1%
25	O=C1CCCc2c1[nH]c1c(Br)cccc21	-3	4%	10%[57.1 µM]	2%	-12%	-1	-3%	0.9%	-1%

Among those listed so far, these have an NH in an aromatic ring:
entry	SMILES	LDHA block	IDH1 R132H inh	TrxR1 substrate	Vif-APOBEC3G blk	USP1 inh	PI4K2A inh	Vif-A3F inh	RXFP1 ag	Glioma ERSR ind
1	COc1ccc2[nH]c3c(c2c1)CCN1C(=O)C(CC(=O)NCCCn2ccnc2)C[C@H](C(=O)N(C(C)C)C(C)C)[C@@]31C (stereo partly drawn)	-2	0%	6%	-8%	-19%	-3	0%	·	-2%
25	O=C1CCCc2c1[nH]c1c(Br)cccc21	-3	4%	10%[57.1 µM]	2%	-12%	-1	-3%	0.9%	-1%

Additional results.
entry	SMILES	LDHA block	IDH1 R132H inh	TrxR1 substrate	Vif-APOBEC3G blk	USP1 inh	PI4K2A inh	Vif-A3F inh	RXFP1 ag	Glioma ERSR ind
26	COc1ccc(C(OCC(O)CN2CCC(O)CC2)c2ccc(OC)cc2)cc1 (stereo not drawn)	-4	0%	9%[0.0914 µM]	0%	-17%	-2	-1%	0.7%	-4%
27	O=C(NNC(=O)c1cccc(-n2cnnn2)c1)c1ccccc1	1	4%	10%[57.1 µM]	1%	-11%	1	-21%	0.4%	-2%
28	O=C(O)c1cccc(S(=O)(=O)NCC2COc3ccccc3O2)c1 (stereo not drawn)	-8	3%	5%	2%	-5%	-6	8%	·	-4%
29	COc1cccc(NC(=O)CSc2nnc(Cc3cccn3C)n2-c2ccc(F)cc2)c1	5	17%	1%[57.1 µM]	1%	-5%	-5	3%	-0.6%	-4%
30	O=S(=O)(c1cccs1)N1CCN(Cc2nc3ccccc3s2)CC1	-11	3%	2%	3%	-22%	0	1%	1.9%	5%
31	CCn1ccnc1CNC(=O)c1ccc2oc(C(C)C)nc2c1	-3	2%	-3%	0%	-12%	0	2%	1.9%	5%
32	CCCCN(CCCC)CCCNC(=O)c1ccc2nc(-c3ccccc3NC(C)=O)c(=O)[nH]c2c1	-1	5%	-1%	0%	-13%	6	5%	0.0%	0%
33	CCN(CC(=O)Nc1ccc(NC(C)=O)cc1)C(=O)c1c(-c2c(F)cccc2Cl)noc1C	2	6%	-1%	1%	-15%	-4	3%	3.5%	-4%
34	Oc1[nH]c2ccc(Br)cc2c1N=Nc1ccc(F)cc1	-7	7%	5%	?	?	2	?	-3.0%	1%
35	Cc1cccc(C)c1OCC(=O)N(Cc1ccc(Cl)cc1)C1CCS(=O)(=O)C1 (stereo not drawn)	-3	-4%	-9%	-1%	-18%	-3	-4%	-0.1%	-3%
36	Cc1ccc(SCC(=O)OCC(=O)N(C)CC(=O)Nc2ccccc2Cl)cc1	-2	2%	0%	0%	-8%	3	0%	0.0%	-3%
37	CCOC(=O)c1c(/N=C/C2=C(O)CC(C)(C)CC2=O)sc(C)c1C	3	1%	-1%	0%	-14%	-1	1%	4.2%	-2%
38	CCC(=O)NC(c1ccc(OC)cc1)c1cc(Cl)c2cccnc2c1O (stereo not drawn)	2&2	0%	-4%&-8%	-18%&0%	-6%	10	-30%	0.6%	-2%&-2%

5 compounds already listed, arranged by number of heavy atoms, highest first:
entry	SMILES	LDHA block	IDH1 R132H inh	TrxR1 substrate	Vif-APOBEC3G blk	USP1 inh	PI4K2A inh	Vif-A3F inh	RXFP1 ag	Glioma ERSR ind
32	CCCCN(CCCC)CCCNC(=O)c1ccc2nc(-c3ccccc3NC(C)=O)c(=O)[nH]c2c1	-1	5%	-1%	0%	-13%	6	5%	0.0%	0%
33	CCN(CC(=O)Nc1ccc(NC(C)=O)cc1)C(=O)c1c(-c2c(F)cccc2Cl)noc1C	2	6%	-1%	1%	-15%	-4	3%	3.5%	-4%
29	COc1cccc(NC(=O)CSc2nnc(Cc3cccn3C)n2-c2ccc(F)cc2)c1	5	17%	1%[57.1 µM]	1%	-5%	-5	3%	-0.6%	-4%
28	O=C(O)c1cccc(S(=O)(=O)NCC2COc3ccccc3O2)c1 (stereo not drawn)	-8	3%	5%	2%	-5%	-6	8%	·	-4%
31	CCn1ccnc1CNC(=O)c1ccc2oc(C(C)C)nc2c1	-3	2%	-3%	0%	-12%	0	2%	1.9%	5%

These rows are one share of the data; rates above refer to the full screens.
